Assay outcomes deposited in PubChem by Broad Institute.
p53 PUMA act – mutant p53 pathway re-activators, primary screen, cell-based, SW480, luciferase, single point, HTS; SW480 PUMA-promoter luciferase, p53 mutant reactivation; activation, % at 9.98 µM; 28,000 compounds, 1.5% hits; AID 624151, 2012; in the data active = activation above about 52%; inconclusive = no clear call, values can overlap the other calls
STK33 kin inh – STK33 kinase inhibitors, primary screen, biochemical, luminescence, ADP-Glo, MBP substrate; Serine/threonine-protein kinase 33 (Homo sapiens), Q9BYT3; inhibition, % at 12.5 µM; 27,000 compounds, 0.44% hits; in the data active = inhibition above about 20%; inconclusive = no clear call, values can overlap the other calls
Target sequence (Q9BYT3 whole entry, looked up): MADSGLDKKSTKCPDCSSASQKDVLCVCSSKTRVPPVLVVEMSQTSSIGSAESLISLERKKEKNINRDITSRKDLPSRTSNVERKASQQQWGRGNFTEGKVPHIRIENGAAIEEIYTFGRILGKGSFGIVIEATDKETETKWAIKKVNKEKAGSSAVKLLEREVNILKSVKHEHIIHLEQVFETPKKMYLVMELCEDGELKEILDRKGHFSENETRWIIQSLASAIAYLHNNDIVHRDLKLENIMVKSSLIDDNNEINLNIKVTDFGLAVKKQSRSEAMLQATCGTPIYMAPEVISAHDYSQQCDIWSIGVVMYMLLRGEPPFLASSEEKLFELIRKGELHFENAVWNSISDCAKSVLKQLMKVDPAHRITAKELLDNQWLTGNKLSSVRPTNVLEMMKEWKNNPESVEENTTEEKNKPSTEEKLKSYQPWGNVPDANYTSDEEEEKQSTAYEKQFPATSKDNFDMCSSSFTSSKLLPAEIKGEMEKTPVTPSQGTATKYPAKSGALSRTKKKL
* hit, by the source's call; ? = inconclusive; . = no result given.

Results follow in this order: STK33 kin inh, p53 PUMA act
> C[C@H]1CN([C@@H](C)CO)C(=O)c2cc(NC(=O)c3ccncc3)ccc2O[C@H]1CN(C)C(=O)NC1CCCCC1
    -0.7, 12.6
> Cc1cccc(-n2c3c(c(=O)[nH]c2=S)C(NC(=O)CN2CCCC2=O)(C(F)(F)F)C(=O)N3)c1 (configuration not stated)
    6.1, -1.7
> COc1ccc(C(=O)NCc2ccc(C(=O)O)o2)cc1
    -6.4, -1.7
> Nc1nnc(SCC(=O)Nc2ccc(I)cc2)s1
    -0.4, -2.6
> Cc1cc(NC(=O)/C=C\c2ccccc2)nc2c1c(=O)oc1ccccc12
    ., -21.6
> C[C@@H]1CCCCO[C@H](CN(C)C)[C@@H](C)CN([C@@H](C)CO)C(=O)c2cc(NC(=O)c3ccncc3)ccc2O1
    ., -7.2
> COc1ccc(S(=O)(=O)Nc2ccc3c(c2)CC(=O)N([C@H](C)CO)C[C@H](C)[C@H](CN(C)S(=O)(=O)c2ccc(C)cc2)O3)cc1
    2.3, .
> O=[N+]([O-])c1ccc(OCc2nc(-c3ccncc3)no2)cc1
    -3.4, 6.6
> C[C@H](CO)N1C[C@H](C)[C@H](CN(C)S(=O)(=O)c2cccs2)Oc2c(NC(=O)c3ccc(-c4nccs4)cc3)cccc2C1=O
    ., -76.2
> CN1C(=O)CC(c2ccccc2)C1=O (configuration not stated)
    -5.4, 9.3
> C[C@@H]1CN([C@@H](C)CO)C(=O)Cc2cc(NC(=O)Nc3ccc(C(F)(F)F)cc3)ccc2O[C@@H]1CN(C)CC1CCCCC1
    0.2, .
> Cc1cc(C)n(CC(O)Cn2c3ccccc3c3ccccc32)c(=O)n1 (configuration not stated)
    -0.2, -4.3
> COC(=O)c1ccc(NC(=O)CSc2ncnc3sc(C)c(C)c23)cc1
    -2.3, -1.3
> Cc1noc(C)c1NC(=O)N(C)C[C@H]1Oc2ccc(NC(=O)C3CC3)cc2C(=O)N([C@H](C)CO)C[C@@H]1C
    ., -2.3
> C[C@H](CO)N1C[C@H](C)[C@H](CN(C)C(=O)Nc2ccccc2)Oc2ncc(/C=C/c3ccccc3)cc2C1=O
    0.3, 0.1

Complete entries from above. Order of values: STK33 kin inh | p53 PUMA act
`COc1ccc(S(=O)(=O)Nc2ccc3c(c2)CC(=O)N([C@H](C)CO)C[C@H](C)[C@H](CN(C)S(=O)(=O)c2ccc(C)cc2)O3)cc1` is listed with 2.3 | .
`Cc1noc(C)c1NC(=O)N(C)C[C@H]1Oc2ccc(NC(=O)C3CC3)cc2C(=O)N([C@H](C)CO)C[C@@H]1C` is listed with . | -2.3
`Cc1cccc(-n2c3c(c(=O)[nH]c2=S)C(NC(=O)CN2CCCC2=O)(C(F)(F)F)C(=O)N3)c1` (configuration not stated) is listed with 6.1 | -1.7

Additional structures follow:
Results follow in this order: STK33 kin inh, p53 PUMA act
> CC(C)=CCCC1(C)C=Cc2c(c(C)cc3c2[nH]c2cc(O)ccc23)O1 (configuration not stated)
    -5.8, 7.5
> Cc1cc(C)c2c(=O)[nH]c(SCC(=O)c3cccs3)nc2n1
    0.4, 6.3
> COc1cc(O)c(Cc2ccccc2O)c(O)c1C(=O)CCc1ccccc1
    -4.6, -42.0
> NC(=O)[C@H]1[C@@H]2C(=O)O[C@@H](c3ccccc3)[C@@H](c3ccccc3)N2[C@@H](c2ccc(OCCO)cc2)[C@]12C(=O)Nc1ccccc12
    3.0, .
> C[C@H](CO)N1C[C@H](C)[C@H](CN(C)Cc2ccc(C(=O)O)cc2)Oc2ccc(NS(=O)(=O)c3ccc(F)cc3)cc2C1=O
    -2.0, .
> COc1ccc(NC(=O)CN(C)S(=O)(=O)c2ccc(C)cc2)cc1OC
    5.0, -1.7
> COc1ccccc1NC(=O)CSc1ccccn1
    1.8, 26.7
> C[C@H](CO)N1C[C@H](C)[C@H](CN(C)S(C)(=O)=O)Oc2ccc(NC(=O)NC3CCCCC3)cc2CC1=O
    0.8, .
> COc1ccc(-c2coc3cc(O)ccc3c2=O)c(OC)c1O
    1.4, .
> O=C(CNS(=O)(=O)c1ccccc1)Nc1cc(Cl)cc(Cl)c1
    -2.5, 0.1
> Cc1ccc([N+](=O)[O-])cc1NC(=O)CN(C)S(=O)(=O)c1ccc(Br)cc1
    1.1, 6.0
> O=C(CC1(O)C(=O)N(CCc2ccccc2)c2ccc(Cl)cc21)c1ccco1 (configuration not stated)
    2.2, 3.4
> C[C@H]1CN([C@@H](C)CO)C(=O)c2cc(NS(C)(=O)=O)ccc2O[C@H]1CN(C)CC1CCCCC1
    -2.3, .
> C[C@H](CO)N1C[C@H](C)[C@@H](CN(C)S(=O)(=O)c2ccccc2)Oc2ccc(N(C)C)cc2C1=O
    ., -0.5
> C[C@@H]1CN([C@@H](C)CO)S(=O)(=O)c2ccc(C#CC(C)(C)O)cc2O[C@@H]1CN(C)Cc1ccncc1
    ., 15.7

Further entries follow:
Results follow in this order: STK33 kin inh, p53 PUMA act
> C[C@H]1CN([C@@H](C)CO)C(=O)Cc2cc(NC(=O)Nc3ccc(C(F)(F)F)cc3)ccc2O[C@H]1CN(C)Cc1ccc(-c2ccccc2)cc1
    3.3, .
> CCc1cc(C)cc(OCCNC(=O)c2ncn[nH]2)c1
    0.9, 11.3
> Cc1ccnc(SCC(=O)Nc2cccc(C(F)(F)F)c2)n1
    -2.0, -9.7
> COc1ccc(CN(C)C[C@H]2Oc3ccc(NC(=O)Nc4ccc5c(c4)OCO5)cc3CC(=O)N([C@@H](C)CO)C[C@@H]2C)cc1
    2.3, -0.3
> COC(=O)c1ccccc1NC(=O)CCSc1ccc(C)cc1
    -2.3, 35.9
> CCC(=O)Nc1nc2ccccc2n1CCN1CCOCC1
    -4.0, -18.0
> Cc1noc(C)c1S(=O)(=O)Nc1ccc2c(c1)C(=O)N([C@@H](C)CO)C[C@H](C)[C@@H](CN(C)C(=O)Nc1ccccc1)OCCCC[C@H](C)O2
    ., -16.6
> CCn1c(SCC(=O)Nc2ccccc2OC)nnc1-c1ccc(N)cc1
    -2.6, -1.2
> C[C@@H]1CN([C@@H](C)CO)C(=O)CCCn2nncc2CO[C@H]1CN(C)Cc1ccccc1
    -3.0, 0.6
> COCC(=O)Nc1ccc2c(c1)[C@H]1C[C@H](CC(=O)NCc3ccc(-c4ccccc4)cc3)O[C@H](CO)[C@H]1O2
    ., 2.0
> C[C@@H]1CN([C@@H](C)CO)C(=O)c2cccc(NC(=O)c3cnccn3)c2O[C@H]1CN(C)C(=O)Nc1cccc2ccccc12
    ., -9.8
> Cc1ccc(NC(=O)c2ccc(CSc3nnc(-c4ccc(NC(=O)c5ccccc5Cl)cc4)n3C)cc2)cc1
    4.1, -19.3
> C[C@@H]1CN([C@H](C)CO)C(=O)Cc2cc(NS(=O)(=O)c3cccs3)ccc2O[C@H]1CN(C)Cc1ccccc1
    -0.1, -10.6
> COC(=O)C1=COC(OC2OC(CO)C(O)C(O)C2O)C2C1C(O)CC2(C)OC(C)=O (configuration not stated)
    0.7, 11.3
> COC(=O)c1ccc(C(=O)OC)c(NC(=O)c2cc(-c3ccccn3)nc3c(C)c(C)ccc23)c1
    6.3, -8.7

(listing goes on)
Results follow in this order: STK33 kin inh, p53 PUMA act
> COc1ccc(NC(=O)Nc2cccc3c2O[C@H](CN(C)C(=O)Nc2ccc(C(F)(F)F)cc2)[C@H](C)CN([C@H](C)CO)C3=O)cc1
    ., 14.8
> Cc1ccc(-n2c(SCC(=O)Nc3cccc(F)c3)nc3ccccc3c2=O)cc1
    4.1, 9.7
> CC(C)NC(=O)Nc1cccc2c1O[C@H](CN(C)Cc1ccc(Oc3ccccc3)cc1)[C@H](C)CN([C@@H](C)CO)C2=O
    ., 0.3
> C[C@H](CO)N1C[C@H](C)[C@H](CN(C)Cc2ccc(Cl)c(Cl)c2)OCc2cnnn2CCCC1=O
    ?, 8.9
> C[C@@H]1CCCCO[C@@H](CN(C)Cc2ccncc2)[C@@H](C)CN([C@H](C)CO)C(=O)c2cc(NS(C)(=O)=O)ccc2O1
    -0.6, -1.6
> O=C(NCCN1CCOCC1)c1cc2ccccc2o1
    -0.9, 13.6
> COc1ccc(C(C)=O)cc1CSc1nnc(-c2ccc(Br)cc2)n1-c1ccccc1
    -0.6, 14.2
> Cc1cc(=O)oc2cc(NC(=S)NCCCN3CCCC3=O)ccc12
    -1.5, 38.7
> S=c1[nH]nc(Cn2c(-c3ccccn3)nc3ccccc32)n1-c1cc(Cl)cc(Cl)c1
    -0.9, -1.6
> Cc1cccc(OCC(=O)Nc2ccccc2C(=O)NC2CCCCC2)c1
    0.0, -2.0
> CNC[C@@H]1OCCCC[C@@H](C)Oc2ccc(NC(=O)c3ccncc3)cc2C(=O)N([C@H](C)CO)C[C@@H]1C
    1.4, -2.6
> COc1ccccc1C#Cc1cnc2c(c1)C(=O)N([C@@H](C)CO)C[C@@H](C)[C@@H](CN(C)C(=O)CN(C)C)O2
    ., 4.5
> COc1cc2c(cc1OC)CN(C(=O)[C@@H]1[C@H]3C(=O)O[C@H](c4ccccc4)[C@H](c4ccccc4)N3[C@H](c3ccccc3OCCO)[C@@]13C(=O)Nc1ccccc13)CC2
    8.4, .
> CC(C)[C@@H]1NC(=O)[C@H](Cc2ccccc2)NC(=O)[C@@H](CC(=O)O)NC(=O)CNC(=O)[C@H](CCCN=C(N)N)NC1=O
    -2.7, -60.1
> COc1ccc(S(=O)(=O)Nc2ccc3c(c2)C(=O)N([C@@H](C)CO)C[C@H](C)[C@@H](CN(C)C(=O)Nc2ccc(F)cc2)O3)cc1
    1.0, .

Arranged by length of the SMILES (rising): 3 of the compounds above
Results follow in this order: STK33 kin inh, p53 PUMA act
> Cc1cccc(OCC(=O)Nc2ccccc2C(=O)NC2CCCCC2)c1
    0.0, -2.0
> COc1ccc(C(C)=O)cc1CSc1nnc(-c2ccc(Br)cc2)n1-c1ccccc1
    -0.6, 14.2
> COc1ccc(S(=O)(=O)Nc2ccc3c(c2)C(=O)N([C@@H](C)CO)C[C@H](C)[C@@H](CN(C)C(=O)Nc2ccc(F)cc2)O3)cc1
    1.0, .

Returning to the listing, starting two compounds before the break.
Results follow in this order: STK33 kin inh, p53 PUMA act
> CC(C)[C@@H]1NC(=O)[C@H](Cc2ccccc2)NC(=O)[C@@H](CC(=O)O)NC(=O)CNC(=O)[C@H](CCCN=C(N)N)NC1=O
    -2.7, -60.1
> COc1ccc(S(=O)(=O)Nc2ccc3c(c2)C(=O)N([C@@H](C)CO)C[C@H](C)[C@@H](CN(C)C(=O)Nc2ccc(F)cc2)O3)cc1
    1.0, .
> COc1ccc(NC(=O)Nc2ccc3c(c2)CC(=O)N([C@H](C)CO)C[C@H](C)[C@H](CN(C)S(=O)(=O)c2ccc(Cl)cc2)O3)cc1
    3.0, -47.4
> CC(=O)c1ccc(O[C@@H]2O[C@H](CO)[C@@H](O)[C@H](O)[C@H]2O)c(/C=C/C(C)(C)O)c1
    1.5, 5.5
> Nc1nc(-c2ccco2)nn1C(=O)c1ccco1
    13.2, -7.2
> C[C@@H]1CN([C@@H](C)CO)C(=O)c2cc(NC(=O)C3CCCCC3)ccc2O[C@H]1CN(C)CC1CCCCC1
    0.4, .
> CCC(=O)N(C)C[C@@H]1Oc2ncc(-c3ccc(C)cc3)cc2C(=O)N([C@H](C)CO)C[C@@H]1C
    ., 2.8
> C=C1CCC2(C(=O)OC3OC(CO)C(O)C(O)C3O)CCC3(C)C(=CCC4C5(C)CC(O)C(OC6OCC(O)C(O)C6OC6OC(CO)C(O)C(O)C6O)C(C)(CO)C5CCC43C)C2C1 (configuration not stated)
    -3.3, -3.4
> Cc1cc(NC(=O)CN(c2ccc(Cl)cc2)S(C)(=O)=O)ccc1Br
    -4.5, 7.0
> CC(C)CC#Cc1ccc2c(c1)O[C@H](CN(C)CC1CCOCC1)[C@@H](C)CN([C@H](C)CO)S2(=O)=O
    ., -22.7
> c1ccc(-c2csc3ncn4cnnc4c23)cc1
    ., -10.5
> COc1ccc(Cl)cc1N(CC(=O)Nc1ccc(Br)cc1F)S(C)(=O)=O
    -1.7, 2.6
> COc1ccc(S(=O)(=O)Nc2cccc3c2O[C@H](CN(C)Cc2ccc(C(F)(F)F)cc2)[C@H](C)CN([C@H](C)CO)C3=O)cc1
    ., -6.1
> CCn1c(O)c(/C=C2/C=CC=N2)c(=O)[nH]c1=S
    ., 6.6
> C[C@@H]1CCCCO[C@H](CN(C)C(=O)Nc2ccc(F)cc2)[C@@H](C)CN([C@H](C)CO)C(=O)c2cc(NC(=O)Nc3ccc4c(c3)OCO4)ccc2O1
    1.9, .
> O=C(Cn1cnc([N+](=O)[O-])n1)Nc1ccc(N2CCOCC2)c(Cl)c1
    -2.3, -16.1
> O=C(NCc1ccccn1)c1cc(-c2cccnc2)nc2ccc(Br)cc12
    -3.7, 28.8

Further entries
Results follow in this order: STK33 kin inh, p53 PUMA act
> C[C@@H]1CCCCO[C@@H](CN(C)C(=O)c2ccccc2)[C@H](C)CN([C@H](C)CO)C(=O)c2cc(NS(=O)(=O)c3cn(C)cn3)ccc2O1
    ., -5.3
> COCC#Cc1cnc2c(c1)C(=O)N([C@@H](C)CO)C[C@H](C)[C@H](CN(C)C(=O)CN1CCOCC1)O2
    ., -0.8
> CCOc1ccc(OCC(=O)Nc2cccc(C(=O)O)c2)cc1
    -3.1, -67.9
> O=C(Cn1cnc2scc(-c3cccc([N+](=O)[O-])c3)c2c1=O)Nc1ccc(F)c(Cl)c1
    -2.6, -11.3
> COCC#Cc1cnc2c(c1)C(=O)N([C@H](C)CO)C[C@@H](C)[C@H](CN(C)C(=O)c1cccnc1)O2
    ., 7.6
> CC(=O)Nc1nc(-c2ccccc2)nc(-c2ccccc2OC(C)=O)n1
    1.5, -6.4
> O=C1C(=O)N(CCCn2ccnc2)C(c2ccccc2)C1C(=O)c1cccs1 (configuration not stated)
    0.3, -10.1
> C[C@H]1CN([C@@H](C)CO)C(=O)c2cccc(NC(=O)Nc3cccc4ccccc34)c2O[C@@H]1CN(C)S(=O)(=O)c1ccc(Cl)cc1
    7.8, -23.6
> COc1ccc(S(=O)(=O)NCc2ccco2)cc1OC
    -1.6, -5.1
> C[C@H]1CN([C@@H](C)CO)C(=O)c2cc(NS(C)(=O)=O)ccc2O[C@H]1CN(C)CC1CC1
    -0.1, .
> COC(=O)c1ccccc1NC(=O)NCc1ccc(C(=O)O)cc1
    0.6, -3.6

The list is partial, so the mix of outcomes need not match the whole.
